# Compound activity from PubChem.
# M. tuberculosis HTS = M. tuberculosis growth inhibition, HTS (AID 449762); actives 0.59% (n = 330,000); M. tuberculosis H37Rv growth inhibition, 7H9 media; higher % means a stronger effect; one-dose inhibition, % at 25 µM; IC50 in µM for titrated hits; in the data active means a potency from the dose series; inconclusive means inhibition above about 70% without an active follow-up result;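 further: bacterial growth assessed after seven days of incubation; strong numbers were not always called active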
# VEEV TC-83 Vero = inhibitors of VEEV TC-83 cytopathic effect, confirmation, Vero cells (AID 588727); actives 0.13% (n = 350,000); Vero cells, VEEV TC-83 cytopathic effect inhibition; higher % means a stronger effect; inhibition, % at 20 µM, or IC50 in µM where a hit was titrated; in the data active means a potency from the dose series; inconclusive means inhibition mostly from about 14% at the one dose, without a potency; inactive means the rest, 99 in 100 with inhibition below about 12%; further: strong numbers were not always called active
# tuberculosis growth = growth inhibition of non-replicating M. tuberculosis (AID 488890). Mycobacterium tuberculosis non-replicating, growth inhibition; higher % means a stronger effect. one-dose inhibition, % at 25 µM; IC50 in µM for titrated hits. actives 0.39% (n = 320,000); in the data active means a potency from the dose series; inconclusive means inhibition mostly from about 82% at the one dose, without a potency; inactive means the rest, 99 in 100 with inhibition below about 76%;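 further: plate controls were DMSO cells for no effect and high antibiotic wells for full effect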
# influenza NS1A = H1N1 influenza NS1A inhibitors, functional cell based assay (AID 504329); one-dose inhibition, % at 12.5 µM; IC50 in µM for titrated hits; NS1A functional cell-based assay, percent inhibition; higher % means a stronger effect; actives 0.3% (n = 340,000); in the data active means a potency from the dose series; inconclusive means inhibition above about 27% without an active follow-up result; further: strong numbers were not always called active
# Salmonella PhoP GFP = PhoP regulon inhibitors, Salmonella typhi PhoP promoter GFP reporter, confirmatory (AID 1850); actives 0.33% (n = 310,000); inhibition, % at 50 µM; hits with a dose series show IC50 in µM; Salmonella Typhi PhoP-promoter GFP reporter, fluorescence, 4 h; higher % means a stronger effect; in the data active means a potency from the dose series; inconclusive means inhibition mostly from about 25% at the one dose, without a potency; inactive means the rest, 99 in 100 with inhibition below about 19%;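 further: 0% = induced wells with vehicle and 100% = uninduced wells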
# VEEV TC-83 Vero 10K pilot screen = second read-out of VEEV TC-83 Vero, no call of its own (marks repeat the call); inhibition, %; measured here: 10K pilot screen inhibition
# Starred values were filed as active, the others as inactive; i = inactive; u = inconclusive; x = no result given.
SMILES,M. tuberculosis HTS,VEEV TC-83 Vero,tuberculosis growth,influenza NS1A,Salmonella PhoP GFP,others
CCN(C(=O)c1cc2c(C)nc3ccccc3c2o1)c1cc(Cl)ccc1OC,-5%,4.2%,17%,15%,3%,
COC(=O)c1ccccc1NC(=O)c1cc(-c2cccs2)on1,-6%,5.5%,3%,-9%,-9%,
CC(C)[C@H](NC(=O)C1CC(=O)N(c2ccc3c(c2)OCO3)C1)C(=O)NC1CCCC1 (stereo partly specified),2%,1.9%,4%,3%,-2%,
O=C(NCc1ccc(OC(F)(F)F)cc1)C1CC(c2ccc(C(F)(F)F)cc2)=NO1 (stereo unspecified),10%,i,-4%,-4%,0%,
Cc1ccc(S(=O)(=O)N2CCOCC2)cc1NC(=O)COC(=O)/C=C/c1ccc(F)cc1,3%,i,7%,-15%,x,
Cc1ccc(C2=NN(C(=O)c3ccco3)C(O)(C(F)(F)F)C2)cc1 (stereo unspecified),13%,2.0%,71%,-15%,3%,
COCCC(=O)N1CCCC(C(=O)c2ccc(Oc3ccccc3)cc2)C1 (stereo unspecified),0%,2.8%,20%,-10%,-5%,
NS(=O)(=O)c1ccc(NC(=O)c2ccccc2Cl)cc1,-3%,3.0%,-17%,-2%,2%,
CCCN1CCC(NC(=S)Nc2ccc([N+](=O)[O-])cc2)CC1,2%,2.2%,0%,10%,19%,
CSCCC(NC(=O)c1ccccc1Br)C(=O)NNC(=O)c1ccco1 (stereo unspecified),-14%,0.7%,-12%,-3%,x,
CSc1c(CC(=O)Nc2ccccc2Cl)n(Cc2ccccc2)c2ccccc12,5%,1.7%,1%,-1%,-1%,
COC(=O)c1c(NS(=O)(=O)c2ccc3ccccc3c2)sc2c1CCCC2,-3%,i,39%,-1%,-12%,
COc1ccc(S(=O)(=O)N2CCOCC2)cc1C(=O)NC1CCCCCC1,1%,i,13%,-10%,x,
Cc1ccc(-c2csc(NC(=O)c3cccs3)n2)cc1,7%,2.9%,11%,-3%,7%,
COc1ccc(/C=N/NC(=O)C2(C)NC(C)(C)Cc3ccccc32)cc1 (stereo unspecified),2%,0.1%,-2%,7%,0%,
CC1(C)C(=O)NCCN1C(=O)CCCC(=O)O,-2%,0.8%,0%,-4%,-15%,
COc1ccccc1N=Cc1c(O)n(C)c(=O)n(C)c1=O,-2%,2.1%,-6%,-4%,2%,
O=c1cc(CN2CCN(S(=O)(=O)c3ccccc3[N+](=O)[O-])CC2)nc2sccn12,2%,1.2%,-3%,-6%,6%,
O=C(COC(=O)COc1ccccc1)NC1CCCc2ccccc21 (stereo unspecified),8%,0.3%,0%,8%,0%,
CCOC(=O)/C(C#N)=C1\Nc2ccccc2N=C1N(CC(C)C)CC(C)C,13%,i,58%,-1%,-10%,

# The closing 5 entries of the part before open the next one:
SMILES,M. tuberculosis HTS,VEEV TC-83 Vero,tuberculosis growth,influenza NS1A,Salmonella PhoP GFP,others
CC1(C)C(=O)NCCN1C(=O)CCCC(=O)O,-2%,0.8%,0%,-4%,-15%,
COc1ccccc1N=Cc1c(O)n(C)c(=O)n(C)c1=O,-2%,2.1%,-6%,-4%,2%,
O=c1cc(CN2CCN(S(=O)(=O)c3ccccc3[N+](=O)[O-])CC2)nc2sccn12,2%,1.2%,-3%,-6%,6%,
O=C(COC(=O)COc1ccccc1)NC1CCCc2ccccc21 (stereo unspecified),8%,0.3%,0%,8%,0%,
CCOC(=O)/C(C#N)=C1\Nc2ccccc2N=C1N(CC(C)C)CC(C)C,13%,i,58%,-1%,-10%,
O=C(CN1C(=O)c2cccnc2Oc2ccc(Cl)cc21)NC1CCCC1,-2%,2.6%,-2%,-3%,-1%,
O=C(NNc1ncnc2c1cnn2-c1ccc(F)cc1)c1ccco1,-8%,7.7%,-4%,-10%,-2%,
Cc1c(C)n(CC(O)CNc2ccccc2)c2ccccc12 (stereo unspecified),13%,1.9%,40%,-8%,12%,
CCCCn1c(N)c(N(CCOC)C(=O)CCCc2cccs2)c(=O)[nH]c1=O,1%,13%,2%,-8%,-2%,
CCN(Cc1ccncc1)C(=O)Cc1cccs1,-9%,0.7%,-5%,-3%,-3%,
Cc1ccc(C(=O)N2CCC(C(=O)NCc3cccnc3)CC2)cc1,1%,3.9%,51%,1%,9%,
COc1ccc(NS(=O)(=O)c2cccc(C(=O)Nc3cccc(C(=O)O)c3)c2)cc1,-8%,0.1%,-12%,0%,7%,
O=C(NC1CC1)c1nc(Cn2ccc([N+](=O)[O-])n2)no1,3%,0.2%,-15%,-8%,-13%,
CCCNC(=O)CS(=O)Cc1nc(-c2ccc(OC)cc2)oc1C (stereo unspecified),-3%,7.9%,9%,0%,5%,
Cn1cnc([N+](=O)[O-])c1Sc1ccc(Br)cc1,8.8µM*,1.0%,i,-11%,-5%,
Clc1ccc(OCCCNCc2ccccc2)c2ccccc12,u,43%,6µM*,-14%,19µM*,
CCOCCOc1cccc(C(=O)NC(C)c2ccc3ccccc3c2)c1 (stereo unspecified),2%,i,-6%,0%,-6%,
Cn1c(=O)n(Cc2ccccc2F)c2ccccc21,-3%,1.4%,1%,9%,-9%,
CC1(C(=O)O)CCC(C(N)=O)C1(C)C (stereo unspecified),5%,0.7%,0%,15%,2%,
CCCCC1=CC2=CC(=O)C(C)(OC(=O)CC)C(=O)C2=CN1CCCCO (stereo unspecified),5%,i,14%,2%,-3%,
CCOC(=O)c1cnc2ccc(Cl)cc2c1Nc1ccc(S(=O)(=O)Nc2ncccn2)cc1,-2%,2.9%,6%,-5%,1%,
O=C(Nc1ccccc1)C1CCN(C(=O)c2ccc(Br)cc2)CC1,0%,3.6%,14%,-6%,-9%,
CCOc1ccc(-c2c(C)n([O-])c3c([n+]2=O)CCCC3)cc1,-5%,0.1%,-3%,-2%,-5%,
N#CCCN(Cc1ccccc1)C(=S)Nc1ccc(F)cc1,3%,1.6%,2%,x,-1%,
COc1cc(/C=C/C(=O)OCC(=O)Nc2cc(C(F)(F)F)ccc2N2CCOCC2)ccc1O,5%,i,9%,-7%,-2%,

# Overlap with the part before: 6 compounds; new compounds follow.
SMILES,M. tuberculosis HTS,VEEV TC-83 Vero,tuberculosis growth,influenza NS1A,Salmonella PhoP GFP,others
CCCCC1=CC2=CC(=O)C(C)(OC(=O)CC)C(=O)C2=CN1CCCCO (stereo unspecified),5%,i,14%,2%,-3%,
CCOC(=O)c1cnc2ccc(Cl)cc2c1Nc1ccc(S(=O)(=O)Nc2ncccn2)cc1,-2%,2.9%,6%,-5%,1%,
O=C(Nc1ccccc1)C1CCN(C(=O)c2ccc(Br)cc2)CC1,0%,3.6%,14%,-6%,-9%,
CCOc1ccc(-c2c(C)n([O-])c3c([n+]2=O)CCCC3)cc1,-5%,0.1%,-3%,-2%,-5%,
N#CCCN(Cc1ccccc1)C(=S)Nc1ccc(F)cc1,3%,1.6%,2%,x,-1%,
COc1cc(/C=C/C(=O)OCC(=O)Nc2cc(C(F)(F)F)ccc2N2CCOCC2)ccc1O,5%,i,9%,-7%,-2%,
COC(=O)C1=C(c2cccc(OC)c2OC)C[C@@H]2CC[C@H]1N2C,-2%,i,2%,-4%,x,
COc1ccc2c(c1)CCC1C2=NN(/C(C)=C/C(C)=O)C1c1cccc(F)c1 (stereo unspecified),0%,4.8%,31%,4%,12%,
CCOC(=O)[C@@]12C(=O)C(=O)N[C@]1(c1ccccc1)C1OCCCC12 (stereo partly specified),2%,i,-13%,-5%,-8%,
Cn1nnnc1SCC(=O)NC(=O)NCc1ccccc1,0%,1.1%,-12%,3%,1%,VEEV TC-83 Vero 10K pilot screen=0.0
CCOC(=O)N1CCC(NC(=O)c2csc3c2CCCC3)CC1,-5%,0.9%,-1%,19%,-9%,VEEV TC-83 Vero 10K pilot screen=0.7
CCOc1ccc(NC(=O)C2C3C=CC4(O3)C2C(=O)N(Cc2cccnc2)C4C(=O)NC2CCCCC2)cc1 (stereo unspecified),-10%,1.0%,1%,-8%,9%,
CN(C)/C=C/C(=O)c1ccc(Cl)cc1Cl,-4%,0.4%,5%,-8%,-1%,
Cc1c(C(=O)NC(Cc2ccccc2)c2nc3ccccc3[nH]2)cccc1[N+](=O)[O-] (stereo unspecified),7%,2.0%,-9%,-3%,-7%,
Cc1cc(C)cc(Nc2cc(=O)n(C3CCCCC3)c(=O)[nH]2)c1,-5%,2.0%,37%,5%,4%,
CCOC(=O)c1cc(-c2ccccc2)nc2nc(N(CC)CC)sc12,28%,12%,-3%,-18%,8%,
CS(=O)(=O)Nc1cccc(C2=NN(C(=O)c3ccco3)C(c3cccs3)C2)c1 (stereo unspecified),-9%,6.3%,15%,-6%,-13%,
CCOc1ccccc1NC(=O)c1ccc(OCC(=O)N2CCOCC2)c(OC)c1,1%,8.0%,42%,-3%,x,
O=C(CCn1c(=O)c2ccccc2n(CC(=O)NCCC2=CCCCC2)c1=O)NCc1ccco1,11%,0.8%,14%,1%,-15%,
COc1cc(O)c(C(CC(=O)N2CCN(c3ccccc3)CC2)c2ccc(N(C)C)cc2)c(OC)c1 (stereo unspecified),-1%,0.3%,3%,19%,4%,
CCN(CC)c1ccc2cc(C(=O)NNC(=O)c3ccc(S(=O)(=O)N4CCCCC4)cc3)c(=O)oc2c1,9%,1.3%,-19%,-9%,-29%,
Cn1c(N)c(C(=O)COC(=O)c2ccnc3ccccc23)c(=O)n(C)c1=O,-3%,0.5%,5%,5%,-3%,VEEV TC-83 Vero 10K pilot screen=1.7
O=C(CSc1nncs1)NC1CCCCCCC1,-6%,2.3%,24%,-4%,x,
Cc1nc(CSc2ccc(Cl)cc2)cc(N2CC(C)OC(C)C2)n1 (stereo unspecified),5%,1.5%,4%,-16%,-13%,
CCC(Sc1nc2ncnc(N)c2[nH]1)C(=O)O (stereo unspecified),17%,0.6%,6%,1%,11%,
CN(C(=O)C1CCCN(c2ncnc3c2nc2n3CCCCC2)C1)c1cccc(Cl)c1 (stereo unspecified),18%,8.8%,38%,2%,-2%,
OCC1(CCOc2ccccc2)CCN(Cc2cn[nH]c2-c2ccc(F)cc2)CC1,-1%,2.7%,19%,-5%,-11%,
COc1cccc(-c2cccc(NC(=O)C3CCN(C4CCC4)CC3)c2)c1,-6%,i,-9%,-5%,-10%,
COC(=O)[C@]1(C)N[C@H](CN(C)S(=O)(=O)c2ccc(-c3ccccc3)cc2)[C@@H]2C(=O)N(C)C(=O)[C@@H]21,4%,i,-9%,-7%,x,
CCN(CC)S(=O)(=O)c1ccc(N2CCOCC2)c(NC(=O)Cc2ccc(Cl)cc2)c1,8%,0.7%,47%,4%,-3%,
O=[N+]([O-])c1c(Cl)c(Cl)c(Cl)c(Cl)c1Cl,x,i,x,-7%,x,
CCc1ccccc1NC(=O)CC(c1ccc(OC)cc1)n1cccc1 (stereo unspecified),-5%,8.9%,1%,-1%,-9%,
O=C(c1ccco1)N(Cc1cc2ccccc2[nH]c1=O)C1CCCCC1,-3%,13%,14%,-19%,-8%,
CC1(C(=O)OCC(=O)Nc2ccc(S(=O)(=O)N3CCOCC3)cc2)CC1(Cl)Cl (stereo unspecified),-1%,0.7%,-3%,0%,x,
CC(C)(C)c1ccc(Oc2ccc(N)cn2)cc1,14%,2.0%,5%,x,5%,
CC1=C(C(=O)Nc2cccc(C)n2)C(c2ccc3c(c2)OCO3)C2=C(CC(c3ccco3)CC2=O)N1 (stereo unspecified),x,6.4%,x,-10%,x,
CC(C)OCc1c(C(=O)OC/C(O)=C(\C#N)c2nc3ccccc3[nH]2)oc2ccccc12,-6%,1.3%,0%,7%,2%,
CC(/C=C/c1ccccc1)=N\NC(=O)c1ccc2c(c1)OCCO2,-2%,1.8%,8µM*,-2%,8%,

# The order is random, and some 1.6% of all compounds hit somewhere here.
